Compound activity deposited in PubChem by National Center for Advancing Translational Sciences (NCATS).
ATXN2 expr inh – Primary qHTS for Inhibitors of ATXN expression; 360,000 compounds, 0.72% hits; Potency, µM (doses to about 57 µM), without a hit: at the top dose activity change, negative = inhibition, usual class: inhibitors; AID 1745845, 2022; HEK-293 ATXN2-luciferase reporter, luminescence, 24 h; also: potency is read from the fitted curve at half-maximal effect; % is scaled to controls: 0 for no effect and ±100 for the full control effect; nearly all actives have a fitted effect of over 55% in size
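ATXN2-luciferase reporter cells (luciferase flanked by upstream and downstream ATXN2 gene portions) were treated 24 h at 37 °C with compounds at up to 57 uM. SteadyGlo luminescence gave expression; GF-AFC fluorescence gave viability.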
Nrf2 block – Nrf2 qHTS screen for inhibitors | 360,000 compounds, 2.1% hits | AID 504444, 2011 | A549 ARE-Fluc reporter, luciferase luminescence, 18-24 h | Potency, µM (top dose mostly 46 µM), without a hit: top-dose activity change, negative = inhibition, hits mostly inhibitors; also: potency is read from the fitted curve at half-maximal effect; % is scaled to controls: 0 for no effect and ±100 for the full control effect; nearly all actives have a fitted effect of over 60% in size
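Nrf2 activity is the BugLite luminescence, read 15 min after reagent at room temperature, following CellTiter-Fluor cytotoxicity readout (30 min, 37C). Compound titrations were applied for 18-24 h to 5000 A549 ARE_Fluc cells/well in 5% FBS OPTI-MEM.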
HepG2 tox – qHTS for Inhibitors of TGF-b: Cytotox Counterscreen; HepG2 CAGA-GFP viability, ATP luminescence, 18 h; Potency, µM (series often up to 46.1 µM), without a hit: at the top dose activity change, negative = cytotoxicity, most hits filed as cytotoxic; 410,000 compounds, 0.76% hits; also: potency is read from the fitted curve at half-maximal effect; some results filed as inactive show a strong effect at the top dose
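CellTiter-Glo luminescence gave cytotoxicity after 18 hours at 37 degrees C. The cells were HepG2 CAGA-GFP in 1% FBS DMEM, stimulated with 500 pg/mL TGF-beta after compound addition. %Activity was normalised to no-cell wells (complete cell-killing) and DMSO (no toxicity), and curves were fitted and classified.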
IL1B secr inh – qHTS for Inhibitors of Inflammasome Signaling: IL-1-beta AlphaLISA Primary Screen; activity change, % at 57.5 µM; THP-1 LPS/ATP IL-1B secretion, AlphaLISA, 16 h; hits give low values; 360,000 compounds, 4.7% hits; AID 743279, 2014; in the data active = activity change below about -50%; inconclusive = mostly about -30% to -49%; also: % is scaled to controls: 0 for no effect and ±100 for the full control effect
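Secreted IL-1B measured by AlphaLISA bead assay after 16 h compound exposure of THP-1 cells; compounds (final up to 57.5 uM) added 1 h before LPS (250 ng/mL) and ATP (1.25 mM) stimulation; lower signal means less secretion.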
MCF10A rerep – A quantitative high throughput screen for small molecules that induce DNA re-replication in MCF 10a normal breast cells; MCF 10A DNA re-replication, Hoechst nuclear intensity, 48 h; Potency, µM (series often up to 46.1 µM), without a hit: at the top dose activity, positive = re-replication, hits mostly activators; 350,000 compounds, 2.9% hits; also: potency is read from the fitted curve at half-maximal effect; % of control where 0% means no effect; nearly all actives have a fitted effect of over 50% in size
TGFb SMAD3 inh – qHTS for Inhibitors of TGF-b; HepG2 CAGA-GFP TGF-b/SMAD3 reporter, GFP fluorescence, 18 h; TGF-beta stimulated, 500 pg/mL final; Potency, µM (titrated, usually from 46.1 µM), for inactives: at the top dose activity, negative = inhibition, actives largely listed as inhibitors; 410,000 compounds, 1.2% hits; AID 588855, 2011; also: potency is read from the fitted curve at half-maximal effect; % is scaled to controls: 0 for no effect and ±100 for the full control effect; nearly all actives have a fitted effect of over 65% in size
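HEPG2 CAGA-GFP cells (1000/well, DMEM with 1% FBS) were pre-incubated 2 h at 37 degrees C, given compound by pin tool, then stimulated with TGF-beta at 500 pg/mL final for 18 h before per-cell GFP fluorescence imaging.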
Nrf2 ARE act – qHTS of Nrf2 Activators | AREc32 ARE-luciferase reporter (MCF7-derived line), luminescence, 24 h | Potency, µM (titrated, usually from 46.1 µM), for the others: top-dose activation, most hits filed as activators | 410,000 compounds, 0.31% hits | AID 624171, 2012; also: potency is read from the fitted curve at half-maximal effect; % of control where 0% means no effect; nearly all actives have a fitted effect of over 65% in size
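AREc32 cells carrying an ARE-driven firefly luciferase reporter were seeded at 1000 cells/well in OPTI-MEM with 5% FBS, then exposed to compound for 24 hr at 37 deg C. Luminescence was read with Steady-Glo after 30 min at RT.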
A549 tox – Nrf2 qHTS screen for inhibitors: counterscreen for cytotoxicity; A549 ARE-Fluc cells, CellTiter-Fluor viability, 18-24 h; Potency, µM (doses to about 46 µM), inactives show top-dose activity change, negative = cytotoxicity, most hits filed as inhibitors; 390,000 compounds, 0.16% hits; AID 504648, 2011; also: potency is read from the fitted curve at half-maximal effect; % is scaled to controls: 0 for no effect and ±100 for the full control effect
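A549 ARE_Fluc cells in 5% FBS OPTI-MEM were exposed to compounds in concentration-response for 18-24 h at 37 deg C. Viability was read by CellTiter-Fluor fluorescence (Ex 405/Em 525) after 30 min, before the luciferase read.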
S2 tox – Viability Counterscreen for Primary qHTS for Inhibitors of ATXN expression; S2 cells (HEK-293 line with an ATXN2-luciferase reporter) viability, CellTiter-Fluor protease fluorescence, 24 h; Potency, µM (titrated, usually from 56.7 µM), most hits filed as cytotoxic; 400,000 compounds, 0.49% hits; AID 651635, 2014; also: potency is read from the fitted curve at half-maximal effect; nearly all actives have a fitted effect of over 40% in size
* = called active by the depositor; & = joins results of further samples; [ ] = dose if it differs, or a comment. Unless noted, calls follow the shape of the dose curve; as a rule, active = well fitted curve in the direction sought with a large enough effect; inconclusive = small, poorly fitted or top-dose-only effect, or another doubt; inactive = no such curve, though single readings can be large; an effect the other way counts as inactive or inconclusive.

CCc1ccccc1NC(=O)CCNS(=O)(=O)c1ccc2c(c1)CCC(=O)N2 was read as ATXN2 expr inh 6.1%, Nrf2 block 11.0%, HepG2 tox 12.2%, IL1B secr inh 12.9, MCF10A rerep -3.8%, TGFb SMAD3 inh 1.5%, Nrf2 ARE act 0.1%, A549 tox -3.5% and S2 tox inactive.
`O=C(CCc1ccccc1)C(=O)N1CCCC(C(=O)c2cccc(Cl)c2)C1` (stereo not given) gave ATXN2 expr inh -23.2%, Nrf2 block -9.5%, HepG2 tox -4.1%, IL1B secr inh -13.7, MCF10A rerep -7.8%, TGFb SMAD3 inh inconclusive, Nrf2 ARE act 2.5%, A549 tox 2.4% and S2 tox inactive.
Screening O=C(CN1CCCC1)Nc1ccc(S(=O)(=O)N2CCCCC2)cc1 returned ATXN2 expr inh inconclusive, Nrf2 block 7.0%, HepG2 tox 1.6%, IL1B secr inh 6.3, MCF10A rerep 15.7%, TGFb SMAD3 inh 7.9%, Nrf2 ARE act 0.2%, A549 tox 11.0% and S2 tox inconclusive.
For CNC(=S)/N=C/NOCc1ccc(Cl)cc1Cl the results were ATXN2 expr inh -22.2%[11.3 µM], Nrf2 block inconclusive, HepG2 tox -13.1%, IL1B secr inh -51.2*, MCF10A rerep 9.7%, TGFb SMAD3 inh 14.1µM*, Nrf2 ARE act -0.2%, A549 tox 0.6% and S2 tox inconclusive.
For COc1ccc(NC(=O)c2cn(CC(C)C)c(=O)c3cc(OC)c(OC)cc23)cc1Cl the results were ATXN2 expr inh 5.3%, Nrf2 block 1.4%[9.27 µM], HepG2 tox -6.1%, TGFb SMAD3 inh -8.6%, Nrf2 ARE act 0.0%, A549 tox 2.2% and S2 tox inactive.
`CN1CC(=O)Nc2ccc(F)cc2C1=O` gave ATXN2 expr inh 7.7%, Nrf2 block 10.5%, HepG2 tox 0.8%, IL1B secr inh -7.2, MCF10A rerep 1.1%, TGFb SMAD3 inh -7.0%, Nrf2 ARE act -0.1%, A549 tox -0.6% and S2 tox inactive.
`O=C(CC1SCCNC1=O)Nc1ccc(F)c(Cl)c1` (stereo not given) gave ATXN2 expr inh 6.0%, Nrf2 block 25.0%, HepG2 tox -12.4%, IL1B secr inh inconclusive, MCF10A rerep -1.6%, TGFb SMAD3 inh 0.0%, Nrf2 ARE act -0.9%, A549 tox 0.9% and S2 tox inconclusive.
Screening Cc1ccc(NC(=O)Cn2c(=O)n(Cc3nc(-c4ccccc4)no3)c(=O)c3ccccc32)cc1C returned ATXN2 expr inh -7.2%, Nrf2 block 15.0%, HepG2 tox 0.0%, TGFb SMAD3 inh -2.8%, Nrf2 ARE act -1.0%, A549 tox -3.8% and S2 tox inactive.
For O=S(=O)(NC1C2CC3CC(C2)CC1C3)c1ccccc1 (stereo not given) the results were Nrf2 block -14.7%, HepG2 tox -0.2%, IL1B secr inh 45.5, MCF10A rerep 1.0%, TGFb SMAD3 inh -14.0%, Nrf2 ARE act 3.0%, A549 tox -0.5% and S2 tox inactive.
For Cc1nn2c(=O)cc(COC(=O)c3ccc(NC(=O)C(C)(C)C)cc3)nc2s1 the results were Nrf2 block 2.8%, HepG2 tox -31.8%, IL1B secr inh -1.4, MCF10A rerep inconclusive, TGFb SMAD3 inh -14.9%, Nrf2 ARE act 2.0%, A549 tox 5.4% and S2 tox inactive.
For O=C(CCSc1ccc(F)cc1)Nc1ccc(-n2cnnn2)cc1 the results were ATXN2 expr inh -1.2%, Nrf2 block -14.2%, HepG2 tox -6.1%, IL1B secr inh 10.8, MCF10A rerep 0.7%, TGFb SMAD3 inh -20.6%, Nrf2 ARE act 0.7%, A549 tox -5.4% and S2 tox inactive.
`CN1N=C(/C=C/c2ccccc2)CCC1=O` gave ATXN2 expr inh 38.0%, Nrf2 block 0.3%, HepG2 tox -28.5%, IL1B secr inh 0.0, MCF10A rerep -1.2%, TGFb SMAD3 inh -9.9%, Nrf2 ARE act 3.4%, A549 tox -0.4% and S2 tox inactive.
For COc1ccc(/C=C(\NC(=O)c2ccc(C)cc2)C(=O)NCC2CCCO2)cc1 (stereo not given) the results were ATXN2 expr inh -18.7%, Nrf2 block 7.5%, HepG2 tox -36.6%, IL1B secr inh 6.4, MCF10A rerep 2.1%, TGFb SMAD3 inh -4.2%, Nrf2 ARE act -0.1%, A549 tox -0.4% and S2 tox inactive.
Screening CC(C)OCCCNC(=O)c1ccccc1NC(=O)C1=CSCCO1 returned Nrf2 block 0.2%, HepG2 tox -25.1%, IL1B secr inh -13.8, MCF10A rerep 7.8%, TGFb SMAD3 inh -21.3%, Nrf2 ARE act -0.4%, A549 tox 0.9% and S2 tox inactive.
`CCc1ccccc1NC(=O)c1cc(-c2ccc3c(c2)OCO3)on1` gave ATXN2 expr inh 1.1%&12.9%, Nrf2 block 24.1%&18.5%, HepG2 tox -3.6%&-26.1%, IL1B secr inh -12.2, MCF10A rerep -1.0%, TGFb SMAD3 inh 6.0%&-15.6%, Nrf2 ARE act 0.9%&7.8%, A549 tox -3.3%&-3.7% and S2 tox inactive.
`CCOC(=O)Cn1c(=N)n(CCOc2ccc(F)cc2)c2ccccc21` gave ATXN2 expr inh 3.1%, Nrf2 block -9.4%, HepG2 tox 4.8%, IL1B secr inh -3.7, MCF10A rerep 3.1%, TGFb SMAD3 inh 2.4%, Nrf2 ARE act 0.3%, A549 tox -1.6% and S2 tox inactive.
For Cc1cc(N2CCCC(C(=O)Nc3ccc4c(c3)CCC4)C2)n2ncnc2n1 (stereo not given) the results were ATXN2 expr inh -25.9%, Nrf2 block 13µM*, HepG2 tox -33.1%, IL1B secr inh -17.7, MCF10A rerep 3.8%, TGFb SMAD3 inh -14.8%, Nrf2 ARE act 0.2%, A549 tox -14.4% and S2 tox inactive.
Screening CC(C)(C)c1cc(NC(=O)CSc2nnc(N)s2)n(-c2ccccc2)n1 returned ATXN2 expr inh -24.8%, Nrf2 block -14.5%, HepG2 tox -0.8%, IL1B secr inh 12.2, MCF10A rerep 15.5%, TGFb SMAD3 inh -1.9%, Nrf2 ARE act -1.2%, A549 tox -6.1% and S2 tox inactive.
For COc1ccccc1Nc1nn2c(=O)c3ccc(C(=O)NC(C)c4ccccc4)cc3nc2s1 (stereo not given) the results were ATXN2 expr inh -16.5%, Nrf2 block -28.2%, HepG2 tox -27.6%, TGFb SMAD3 inh -3.4%, Nrf2 ARE act -0.6%, A549 tox 2.8% and S2 tox inactive.
`Cc1ccc(OCCNC(=O)c2ccccc2O)cc1` gave ATXN2 expr inh 17.9%, Nrf2 block -0.2%, HepG2 tox 0.5%, IL1B secr inh -8.4, MCF10A rerep 1.3%, TGFb SMAD3 inh -14.0%, Nrf2 ARE act 3.9%, A549 tox -14.8% and S2 tox inactive.
For OCC1=C[C@@H](O)C2C=CO[C@@H](O[C@@H]3O[C@H](CO)[C@@H](O)[C@H](O)[C@H]3O)C12 (stereo not given in full) the results were ATXN2 expr inh 3.0%, Nrf2 block 21.4%, HepG2 tox -2.1%, IL1B secr inh 15.0, MCF10A rerep -25.7%, TGFb SMAD3 inh -7.5%, Nrf2 ARE act 0.4%, A549 tox -7.2% and S2 tox inactive.
`CC1CCN(C(=O)CSc2nnc(-c3cccnc3)n2C2CCCCC2)CC1` gave ATXN2 expr inh 1.7%, HepG2 tox -3.8%, IL1B secr inh -0.3, MCF10A rerep -0.5%, TGFb SMAD3 inh 2.4%, Nrf2 ARE act -0.8%, A549 tox -2.1% and S2 tox inactive.
For CCC/C(C)=C/c1ccc(CC)cn1 the results were ATXN2 expr inh 4.5%, Nrf2 block 4.5%, HepG2 tox -8.5%, IL1B secr inh 22.2, MCF10A rerep -0.2%, TGFb SMAD3 inh -15.8%, Nrf2 ARE act 0.0%, A549 tox 0.4% and S2 tox inactive.
`Cc1ccc(OCC(=O)NN=C2c3ccccc3-c3ccccc32)cc1` gave ATXN2 expr inh inconclusive, HepG2 tox -1.2%, IL1B secr inh -14.1, MCF10A rerep inconclusive, TGFb SMAD3 inh inconclusive, Nrf2 ARE act -0.6%, A549 tox 10.2% and S2 tox inconclusive.
`Cc1ccc(-n2nc(C)cc2Nc2ncc(Cl)cc2Cl)cc1` gave ATXN2 expr inh 8.2%, Nrf2 block 15.9%, HepG2 tox -2.5%, IL1B secr inh 8.0, MCF10A rerep inconclusive, TGFb SMAD3 inh 4.0%, Nrf2 ARE act 2.3%, A549 tox 2.9% and S2 tox inactive.
CC(=O)N1c2ccccc2CC1C(=O)N1CCN(c2cccc(Cl)c2)CC1 (stereo not given) was read as ATXN2 expr inh 2.6%, HepG2 tox -0.1%, TGFb SMAD3 inh 31.1%[activator], Nrf2 ARE act -1.2%, A549 tox -3.3% and S2 tox inactive.
Cc1ccc2nc(Nc3cccc(C(F)(F)F)c3)c3nnnn3c2c1 was read as Nrf2 block 20.0%, HepG2 tox -2.9%, TGFb SMAD3 inh -2.4%, Nrf2 ARE act -0.6% and A549 tox 9.1%.
`Cc1ccn2c(C(=O)N/N=C/c3ccc(Cl)cc3)c(C)nc2c1` gave ATXN2 expr inh -2.8%, Nrf2 block 8.8%, HepG2 tox 7.8%, IL1B secr inh 17.3, MCF10A rerep 6.1%, TGFb SMAD3 inh -1.6%, Nrf2 ARE act -0.9%, A549 tox -5.3% and S2 tox inactive.
